Assay outcomes from PubChem.
D2 antagonist: antagonizes the human D2 dopamine receptor | inhibition, % at 10 µM | P14416 | actives 2% (n = 340,000) | HEK293 TREx D2 cells, calcium flux, dopamine EC80 | AID 485344; in the data active = inhibition above about 30%; also: 0% is about no effect
Target sequence (P14416 whole entry, looked up): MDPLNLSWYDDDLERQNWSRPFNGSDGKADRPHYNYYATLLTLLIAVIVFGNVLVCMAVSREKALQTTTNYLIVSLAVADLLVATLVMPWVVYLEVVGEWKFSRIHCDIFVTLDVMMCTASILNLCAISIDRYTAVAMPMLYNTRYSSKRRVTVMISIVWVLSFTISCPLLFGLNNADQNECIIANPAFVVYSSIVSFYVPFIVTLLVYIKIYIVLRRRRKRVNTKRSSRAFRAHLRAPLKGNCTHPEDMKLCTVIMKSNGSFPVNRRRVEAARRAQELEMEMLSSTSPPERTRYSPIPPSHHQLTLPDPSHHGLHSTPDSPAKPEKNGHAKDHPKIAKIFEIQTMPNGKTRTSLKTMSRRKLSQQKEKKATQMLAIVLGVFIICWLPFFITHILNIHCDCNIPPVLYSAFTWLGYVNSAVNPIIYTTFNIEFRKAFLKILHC
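Tetracycline-induced HEK293 T-REx cells expressing D2 force-coupled to calcium signalling were dye-loaded, exposed to compound for 180 s, then challenged with an EC80 of dopamine; calcium flux was followed kinetically for a further 180 s.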
RXFP1 antagonist: antagonists of human relaxin receptor RXFP1; actives 0.59% (n = 350,000); activity change, negative = inhibition, % at 57.5 µM; HEK293-RXFP1, relaxin-stimulated cAMP HTRF, 30 min; active compounds read low;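 active = activity change of -60% or lower, but not beyond a set lower limit; inconclusive = change between -60% and -40%, or beyond the set limit; inactive = change above -40%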; also: % is scaled to controls: 0 for no effect and ±100 for the full control effect
D1 agonist: agonists of human D1 dopamine receptor; HEK293 T-REx D1 cells, calcium flux, agonist mode; activation, % at 2 µM; actives 1% (n = 360,000); in the data active = activation above about 30%; also: 0% is about no effect
Target sequence (P21728 whole entry, looked up): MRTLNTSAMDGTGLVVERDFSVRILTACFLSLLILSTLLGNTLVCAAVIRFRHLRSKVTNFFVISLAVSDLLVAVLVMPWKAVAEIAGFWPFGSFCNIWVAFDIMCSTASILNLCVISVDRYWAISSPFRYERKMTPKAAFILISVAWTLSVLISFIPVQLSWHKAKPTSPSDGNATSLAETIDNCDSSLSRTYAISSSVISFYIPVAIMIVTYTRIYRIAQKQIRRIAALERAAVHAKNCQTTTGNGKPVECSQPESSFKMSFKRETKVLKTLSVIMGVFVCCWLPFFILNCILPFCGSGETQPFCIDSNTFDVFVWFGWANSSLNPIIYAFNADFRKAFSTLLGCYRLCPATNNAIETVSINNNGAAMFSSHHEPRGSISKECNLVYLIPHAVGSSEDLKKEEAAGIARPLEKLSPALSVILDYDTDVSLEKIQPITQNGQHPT
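Inducible HEK293 T-REx D1 cells, force-coupled to calcium signalling, were plated at 4000 cells/well with tetracycline and held overnight at 30 C. After no-wash calcium dye loading, compound-evoked calcium rise over 180 s flagged agonists.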
RXFP1 ag: activates the human relaxin receptor RXFP1; Q9HBX9; HEK293T-RXFP1 cAMP TR-FRET, 30 min; response scale: percent of porcine relaxin response, buffer zero; Potency, µM (series often up to 57.5 µM), without a hit: at the highest dose activation, hits mostly activators; actives 0.3% (n = 370,000); active = well fitted activation curve with a large enough effect; inconclusive = small, poorly fitted or top-dose-only effect; also: potency is read from the fitted curve at half-maximal effect; % is scaled to controls: 0 for no effect and ±100 for the full control effect; nearly all actives have a fitted effect of over 60% in size; many of its hits are not listed in these tables
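cAMP rise read by TR-FRET after 30 min, 37C compound exposure (up to 58 uM) in RXFP1-transfected HEK293 cells with Ro 20174 present. EC50 from Hill-equation fits, with 29 nM porcine relaxin as 100% and buffer as basal.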
D2 PAM: positive allosteric modulators of human D2 dopamine receptor. potentiation, % at 10 µM. P14416. actives 0.34% (n = 340,000). HEK293 T-REx D2, calcium flux, EC20 dopamine potentiation;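 active = potentiation over 3 SD above the plate norm, cut at about 30% in these data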; also: 0% is about no effect
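Primary screen. Calcium kinetics in induced HEK293 T-REx D2 cells: compound pre-addition 180 s, EC20 dopamine, 180 s more.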
D2 ag: D2 dopamine receptor (human) agonism; P14416; HEK293 T-REx D2 cells, calcium flux agonist mode; activation, % at 2 µM; actives 0.53% (n = 340,000); AID 485358;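 active = activation over 3 SD above normal in the single-dose calcium agonist read, cut at about 30% in these data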; also: 0% is about no effect
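HEK293 Trex D2 cells, tetracycline-induced, o/n 30 C 5% CO2; no-wash Ca dye, RT 30–90 min; 10-cycle baseline, 23 nl cpd added, kinetic Ca read 180 s; agonist hits = positive Ca response.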
D1 antag: human D1 dopamine receptor antagonism. P21728. HEK293 TREx D1 cells, calcium flux, dopamine EC80; active compounds read low. activity change, negative = inhibition, % at 10 µM. actives 3.2% (n = 360,000). AID 504652; in the data active = activity change below about -30%; also: % is scaled to controls: 0 for no effect and ±100 for the full control effect
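Tetracycline-induced HEK293 T-REx cells with force-coupled D1 receptor were loaded with a no-wash calcium dye. Compound was added after a 10 s baseline and read kinetically for 180 s; EC80 dopamine was then added and calcium flux followed another 180 s.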
TRHR enhancer: TRH receptor (human) allosteric enhancement; P34981; TRHR cells, fluo-8 calcium fluorescence, EC20 TRH enhancement; enhancement, % at 2 µM; actives 0.66% (n = 360,000); AID 493056; in the data active = enhancement above about 30%; also: 0% is about no effect
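Enhancer read-out: after compound pinning and an initial kinetic agonist-mode read, an EC20 of TRH (10 nM final) was injected and fluo-8 calcium signal (Ex 480/Em 530) followed at 1 s/cycle for 100 cycles in TRHR-expressing cells.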
D1 potentiator: enhances dopamine response at the human D1 receptor; potentiation, % at 10 µM; HEK293 TREx D1 cells, calcium flux, dopamine EC20 potentiation; actives 0.036% (n = 360,000); P21728; in the data active = potentiation above about 30%; also: 0% is about no effect
An asterisk follows results filed as active; ? = inconclusive; . = not tested or not shown; & = joins results of further samples.

Second line of a record: D2 antagonist	RXFP1 antagonist	D1 agonist	RXFP1 ag	D2 PAM	D2 ag	D1 antag	TRHR enhancer	D1 potentiator
- COCCNC(=O)[C@H]1N2C(=O)c3c(ccc(OC)c3OC)C2SC1(C)C (stereo not given in full)
    -5	0	0	0.5%	1	-0.4	-5	1	-1
- COc1ccc(CCNC(=O)Cn2nnc(-c3ccc(OC)c(OC)c3)n2)cc1OC
    3	4	2	0.8%	15	0.0	2	2	1
- COc1cc(C(=O)NCC(=O)N/N=C/c2cccs2)cc(OC)c1OC
    5	-2	1	1.4%	-6	-0.4	10	2	-8
- CC1CCCC(NC(=O)COC(=O)[C@@H](NC(=O)c2ccco2)C(C)C)C1C (stereo not given in full)
    9	8	2	1.3%	-3	0.0	-1	-5	4
- COc1ccccc1NC(=O)Nn1cnnc1
    -4	3	2	0.0%	-5	0.4	5	0	-6
- O=C(Nc1nncs1)c1cccc(S(=O)(=O)N2CCc3ccccc32)c1
    11	1	0	0.8%	3	16	12	33*	-4
- CCOc1ccc(-c2nnn(CC(=O)Nc3ccccc3OC)n2)cc1OCC
    16	-15	5	5.1%	-5	-0.4	-3	-1	-2
- CCN(CC(=O)Nc1ccccc1OC)C(=O)c1cc(S(=O)(=O)N2CCCCCC2)ccc1OC
    13	-5	1	1.8%	4	0.4	-16	-5	-4
- O=c1oc2ccccc2c(N2CCOCC2)c1[N+](=O)[O-]
    5	4	4	-0.5%	-3	-0.5	-4	18	7
- O=C(NCC(c1ccccc1)N1CCCC1)C1CCN(C(=O)Nc2ccccc2)CC1 (stereo not given)
    -10	6	5	-0.1%	-20	2.5	-2	-3	10
- COc1cccc(CN2CCNC(=O)C2CC(=O)NC2CCCCCCC2)c1 (stereo not given)
    -16	11	5	-0.8%	7	0.2	4	1	0
- O=C(CC1N=C2c3ccccc3N=C(SCC(=O)Nc3ccccc3F)N2C1=O)NCc1ccc2c(c1)OCO2 (stereo not given)
    .	-6	1	6.6%	10	-0.7	3	-5	-2
- Cc1ccc(-c2noc(-c3ccc(N4CCCCC4)c([N+](=O)[O-])c3)n2)cc1
    .	.	5	-0.8%	2	-1.1	-4	-2	0
- COC(=O)c1c(SC)nc2ccccc2c1OCc1ccccc1Cl
    .	.	20	-1.6%	0	1.1	3	-1	1
- COC(=O)C(O)(CC(=O)Nc1cc(OC)c(OC)c(OC)c1)C(F)(F)F (stereo not given)
    -8	-2	3	0.1%	19	-0.2	0	4	-4
- COC(=O)C1=C(N)N(c2ccccc2C(F)(F)F)C2=C(C(=O)CCC2)C1c1ccc2c(c1)OCO2 (stereo not given)
    -13	-13	0	0.7%	-6	0.1	-6	-8	-8
- O=C(Nc1cccc(C(=O)O)c1)/C(=C\c1ccc(F)cc1)NC(=O)c1ccco1
    -12	-2	3	1.2%	-4	0.6	8	3	-5
- CCCCc1ccc(S(=O)(=O)N2CCN(C(=O)c3ccco3)CC2)cc1
    12	8	9	1.2%	0	-1.4	-31*	-3	-4
- CCNc1nc(NCC)nc(C(=O)OCCO)n1
    -11	.	1	-1.9%	-2	1.3	-5	3	-2
- Cc1cccn2c(=O)c3cc(C#N)c(=N)n(Cc4ccncc4)c3nc12
    .	.	0	3.8%	.	.	-6	3	-3
- CCN(CC)C(=O)CSc1nnc(-c2ccco2)o1
    16	-4	4	-0.8%	2	0.8	13	-2	-3
- COc1ccc(N=C2SC(CC(=O)Nc3ccccc3)C(=O)N2CC2CCCO2)cc1 (stereo not given)
    4	-39	3	1.7%	1	0.2	2	4	-1
- Nc1cc(N)nc(CS)n1
    7	16	3	3.9%	-4	0.0	-54*	-2	3
- Cc1cn(-c2cc(C(=O)Nc3ccc(C)c(NC(=O)C(=O)c4c[nH]c5ccccc45)c3)cc(C(F)(F)F)c2)cn1
    18	5	5	-0.2%	-1	-0.1	-9	1	-4
- NC(=O)C1CCN(C(=O)C23CC4CC(CC(C4)C2)C3)CC1
    10	21	1	0.3%	-14	-0.2	16	3	3
- Cc1ccccc1N/C(=N/S(=O)(=O)c1cc(F)ccc1F)c1ccccc1
    -21	-2	3	-0.5%	0	-0.1	-31*	-8	-11
- CCCCCCC1CCC(C(=O)Nn2c(C)nc3ccccc3c2=O)CC1 (stereo not given)
    10	0	2	-0.1%	-6	0.9	8	-2	-2
- O=C(CSc1nc(-c2ccco2)cc(C(F)(F)F)n1)NCCc1ccccc1
    -14	-1	-2	0.0%	-5	-0.1	-1	-2	-6
- CCOc1ccc(CNC(=O)C2CCN(S(=O)(=O)c3c(C)noc3/C=C/c3ccc(C)cc3)CC2)cc1OC
    .	0	1	-1.1%	-2	.	5	22	0
- CCCCCCCCCCCCCC(=O)O
    -7	.	0	0.3%	-14	-0.3	.	2	-4
- COc1ccccc1/C=C\C(=O)NCC(=O)N/N=C/c1cccc(OC)c1O
    49*	?	3	0.6%	-23	-0.8	9	2	0
- CCCSc1nnc(-c2ccccc2NC(=O)CC)c(=O)[nH]1
    -6	8	4	2.1%	-6	2.2	-3	-2	0
- CCOC(=O)C1CCCN(C(=O)CN2C(=O)/C(=C/c3ccc(OC)cc3)Oc3ccccc32)C1 (stereo not given)
    -6	-11	6	1.6%	-6	-1.4	-5	3	10
- O=C(CSc1nnc(Nc2ccccc2)s1)Nc1cccnc1Cl
    -9	-2	-1	0.5%	10	-0.5	-66*	-4	5
- COc1ccc(NC(=O)c2nc(-c3ccc(C)cc3)n3c2CCCCC3)c(OC)c1
    .	-2	2	-1.4%	4	-0.1	-10	7	4
- COC(=O)CNC(=O)/C=C/c1ccc(OC)cc1
    6	4	1	0.2%	2	-1.0	-2	-10	1
- CCCC(=O)Nc1cccc(-c2cn3ccsc3n2)c1
    -10	-3	4	0.3%	4	2.1	-12	5	-3
- CCCCn1c(N)c(N(CC)C(=O)CSCc2c(C)noc2C)c(=O)[nH]c1=O
    -5	-3	1	1.8%	8	1.0	13	23	1
- COc1ccc(CNC(=O)c2cc(-c3ccco3)on2)cc1
    -2	24	6	-3.7%	-12	0.5	-20	-2	-1
- CCOC(=O)c1ccc2[nH]c3c(c2c1)CN(C)CC3
    16	1	0	2.4%	1	0.2	18	2	-3
- Cc1onc(-c2ccccc2)c1C(=O)Nc1cccc(OC(C)C)c1
    1	8	2	0.7%	13	-2.2	-19	3	3
- CCC(C)C(=O)Nc1cc(C(=O)OC)ccc1C(=O)OC (stereo not given)
    -1	-6	-3	3.6%	3	0.0	9	6	4
- COc1cc(/C=N/n2c(C3CCCCC3)n[nH]c2=S)ccc1O
    12	-1	1	0.4%	-14	0.1	-3	-5	1
- CCNc1sc(S(C)(=O)=O)nc1S(=O)(=O)c1ccc(C)cc1
    .	1	-3	0.9%	5	-1.2	0	5	0
- Cc1cccc(C(=O)Nc2ccccc2SCc2cc(=O)c3cccc(C)c3[nH]2)c1
    .	-4	1	1.3%	.	-0.2	-13	-5	0

The list goes on; it opens with the 2 that closed the last part.
Second line of a record: D2 antagonist	RXFP1 antagonist	D1 agonist	RXFP1 ag	D2 PAM	D2 ag	D1 antag	TRHR enhancer	D1 potentiator
- CCNc1sc(S(C)(=O)=O)nc1S(=O)(=O)c1ccc(C)cc1
    .	1	-3	0.9%	5	-1.2	0	5	0
- Cc1cccc(C(=O)Nc2ccccc2SCc2cc(=O)c3cccc(C)c3[nH]2)c1
    .	-4	1	1.3%	.	-0.2	-13	-5	0
- C=CCn1cccc(C(=O)Nc2cc(OC)c(OC)c(OC)c2)c1=O
    -9	-10	-1	1.2%	3	0.6	-5	-6	-5
- O=C(Nc1ccccc1)c1ccc(Br)c(S(=O)(=O)Nc2cccnc2)c1
    12	-8	5	0.4%	7	0.4	-14	-3	0
- CCC1CCCCN1CCNC(=O)c1[nH]c(C)c(C(C)=O)c1C (stereo not given)
    -8	0	2	1.8%	0	0.4	0	-2	-5
- Cc1cccc(NC(=S)N(Cc2cccs2)Cc2cc3cc(C)cc(C)c3[nH]c2=O)c1
    -7	0	7	0.2%	-7	-1.2	-12	9	-2
- COC(=O)c1ccc(COC(=O)CCc2nc(-c3ccccc3)c(-c3ccccc3)o2)cc1
    2	-14	30*	2.7%	-4	1.5	-15	0	-10
- CCOc1ncccc1C(=O)Nc1ccc2c(c1)OCO2
    14	-4	1	0.1%	5	0.7	-16	20	2
- CC(=O)c1ccc(Nc2cc(C)nc3nc(C)nn23)cc1
    6	12	-4	3.2%	-27	0.0	17	0	-1
- Cc1cccc(Nc2nc3ccccc3s2)c1C
    7	-6	30*	1.4%	6	-0.6	-2	-10	5
- COc1cccc(CCC(=O)N(C)C2CCCN(Cc3ccccc3F)C2)c1 (stereo not given)
    9	15	1	0.1%	1	-0.6	1	-6	-4
- COc1ccc(OC)c(CN2CCN(C(=O)CCNC(=O)c3ccc(Br)cc3)CC2)c1
    20	-8	0	0.7%	-5	0.3	4	2	4
- O=C(N/N=C/c1ccccn1)c1cc(C2CC2)[nH]n1
    -14	-1	2	-1.0%	7	2.3	-18	7	0
- COc1ccc(/C=N/NC(=O)c2cccnc2)cc1O
    .	-24	0	-0.7%	.	.	13	-1	-3
- CC(C)Oc1ccc(C(=O)Nc2ccc(C(F)(F)F)n(C)c2=O)cc1
    -16	-2	6	-0.4%	9	0.2	3	-17	-4
- Cc1ccc(NC(=O)C2CCN(S(=O)(=O)c3ccc4c(c3)CCCC(=O)N4)CC2)c(Br)c1
    3	17&-27	4&-1	0.0%&0.6%	-4&-5	-1.8&0.4	-6&-6	-1&1	-5&0
- COc1ccc(CCNC(=O)Cc2c(C)c3cc(OC)c(OC)cc3oc2=O)cc1
    .	-2	-2	6.8%	-3	.	-2	-2	-1
- Nc1nc(Cl)cc(N2CCC(c3cc(-c4ccc(Cl)cc4)n[nH]3)CC2)n1
    14	5	10	-1.6%	-10	0.5	-8	-7	-4
- Cc1cc(Cl)c2oc(C(=O)NC3CCC(O)CC3)c(C)c2c1 (stereo not given)
    -13	-3	3	0.5%	-5	-1.2	7	6	-7
- CN(C)/C(=N\S(=O)(=O)c1ccc(Br)cc1)c1ccccc1
    4	7	10	1.9%	-8	1.7	7	4	-3
- Cc1ccc(N(Cc2cc(=O)[nH]c3ccccc23)C(=O)C(C)C)c(C)c1
    -19	-13	2	5.7%	-9	-2.6	1	-19	1

3 compounds drawn at random from those above:
Second line of a record: D2 antagonist	RXFP1 antagonist	D1 agonist	RXFP1 ag	D2 PAM	D2 ag	D1 antag	TRHR enhancer	D1 potentiator
- Cc1ccc(N(Cc2cc(=O)[nH]c3ccccc23)C(=O)C(C)C)c(C)c1
    -19	-13	2	5.7%	-9	-2.6	1	-19	1
- Cc1cc(Cl)c2oc(C(=O)NC3CCC(O)CC3)c(C)c2c1 (stereo not given)
    -13	-3	3	0.5%	-5	-1.2	7	6	-7
- Nc1nc(Cl)cc(N2CCC(c3cc(-c4ccc(Cl)cc4)n[nH]3)CC2)n1
    14	5	10	-1.6%	-10	0.5	-8	-7	-4

Some of the compounds tested; rates above refer to the full screens.
